Screening data deposited in PubChem by National Center for Advancing Translational Sciences (NCATS).
Tau fluor counter: counter-screen for tau fibril formation inhibitors; tau K18 P301L (four-repeat tau fragment) Alexa594 fluorescence, heparin fibrillization; Potency, µM (top dose mostly 57.7 µM), without a hit: at the top dose activity change, negative = decrease; 280,000 compounds, 0.93% hits; AID 1463; note: % is set by controls: 0 for no effect and ±100 for the full control effect; nearly all actives have a fitted effect of over 55% in size
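Human K18 P301L tau (15 uM unlabeled plus 0.24 uM Alexa 594-labeled, final) in 100 mM sodium acetate pH 7 was mixed with compound and 20 uM heparin and incubated 6 hr at 37 C.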
GAA glycogen mod: alters human alpha-glucosidase cleavage of glycogen | P10253 | recombinant GAA, glycogen substrate, Amplex Red glucose oxidase fluorescence | Potency, µM (top dose mostly 76.4 µM), for inactives: top-dose activity change, negative = inhibition, most hits filed as inhibitors | 300,000 compounds, 0.38% hits;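 note: 0% = full enzyme reaction and -100% = no-enzyme basal signal; the screen sought inhibitors and activators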
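qHTS, 1536-well; enzyme 4 nM final; cpd up to 77 uM; substrate bovine liver glycogen 30 ug; 50 mM citrate/phosphate pH 5.0, 0.01% Tween-20; 37 C, 40 min; Amplex Red detection 45 min RT; Hill fit → AC50.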
aGlu spleen mod: inhibits or activates alpha-glucosidase in human spleen homogenate; P10253; human spleen homogenate, 4-MU-alpha-glucoside fluorescence; Potency, µM (top dose mostly 79.9 µM), inactives show at the highest dose activity change, negative = inhibition, usual class: inhibitors; 240,000 compounds, 0.006% hits;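 note: 0% = enzyme with vehicle and -100% = no enzyme basal signal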
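Human spleen homogenate (1 ug) incubated with compounds and 1 mM 4-methylumbelliferyl-alpha-D-glucopyranoside in pH 5.0 citrate/phosphate buffer, 37 C, 40 min. Stopped at pH 10; 4-MU fluorescence (Ex 365/Em 440 nm); AC50 by Hill fit.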
ALDH1A1 inh: ALDH1A1 (human) enzyme inhibition; P00352; Purified ALDH1A1, NADH fluorescence, propionaldehyde substrate; Potency, µM (top dose mostly 75.3 µM), for the others: at the top dose activity, negative = inhibition, most hits filed as inhibitors; 220,000 compounds, 7.3% hits; active = well fitted inhibition curve with a large enough effect, not every such curve was filed as active; inconclusive = small, poorly fitted or top-dose-only effect, or another doubt; inactive = no such curve, though single readings can be large or run the other way;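 note: plate controls were no enzyme wells and a reference inhibitor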
Target sequence (P00352 whole entry, looked up): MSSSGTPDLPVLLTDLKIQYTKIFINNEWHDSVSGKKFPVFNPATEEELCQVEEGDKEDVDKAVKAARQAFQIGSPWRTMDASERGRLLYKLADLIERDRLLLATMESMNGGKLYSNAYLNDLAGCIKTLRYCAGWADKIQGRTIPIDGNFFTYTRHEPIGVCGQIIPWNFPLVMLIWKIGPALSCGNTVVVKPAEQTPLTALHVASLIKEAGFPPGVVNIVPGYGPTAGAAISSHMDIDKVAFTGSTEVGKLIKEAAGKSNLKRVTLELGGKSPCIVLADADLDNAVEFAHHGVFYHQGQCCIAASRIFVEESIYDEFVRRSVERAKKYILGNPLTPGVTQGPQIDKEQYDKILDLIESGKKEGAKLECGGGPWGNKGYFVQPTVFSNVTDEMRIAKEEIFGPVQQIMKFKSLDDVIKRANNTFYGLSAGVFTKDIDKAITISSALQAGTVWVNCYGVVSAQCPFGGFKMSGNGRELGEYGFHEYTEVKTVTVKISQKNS
Epigenetic derep: regulators of epigenetic silencing causing reporter derepression in mouse cells | 280,000 compounds, 0.2% hits | murine LDR cells, GFP reporter derepression, 30 h | Potency, µM (series often up to 53.9 µM), for the others: at the highest dose GFP activation, hits mostly activators; note: % of control where 0% means no effect; nearly all actives have a fitted effect of over 60% in size
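Murine LDR cells bearing a silenced CMV-driven GFP reporter were exposed to compound for 30 h at 37 C. After PBS washes, GFP-positive cells (20-120 um objects) counted by laser-scanning microplate cytometry.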
GAA inh: blocks human lysosomal alpha-glucosidase | P10253 | purified human GAA, 4-MU-alpha-glucoside fluorescence | Potency, µM (titrated, usually from 76.9 µM), without a hit: at the top dose activity change, negative = inhibition, usual class: inhibitors | 200,000 compounds, 0.005% hits | AID 1466;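 note: plate controls were uninhibited enzyme wells for no effect and no-enzyme background for full effect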
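qHTS format, compound range up to 77 uM. Human lysosomal enzyme at 4 nM, 400 uM 4-MU glucoside substrate, pH 5.0, 20 min room temperature; fluorescence after alkaline stop gives activity normalized to controls.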
NPSR antag: neuropeptide S receptor (human) antagonism, cAMP; 220,000 compounds, 1% hits; CHO-NPSR cells, cAMP TR-FRET, antagonist mode; Potency, µM (doses to about 38.3 µM), for the others: at the top dose activity change, negative = inhibition, hits mostly inhibitors; note: % is set by controls: 0 for no effect and ±100 for the full control effect; nearly all actives have a fitted effect of over 50% in size; many of its hits are not listed in these tables
Target sequence (Q6W5P4 whole entry, looked up): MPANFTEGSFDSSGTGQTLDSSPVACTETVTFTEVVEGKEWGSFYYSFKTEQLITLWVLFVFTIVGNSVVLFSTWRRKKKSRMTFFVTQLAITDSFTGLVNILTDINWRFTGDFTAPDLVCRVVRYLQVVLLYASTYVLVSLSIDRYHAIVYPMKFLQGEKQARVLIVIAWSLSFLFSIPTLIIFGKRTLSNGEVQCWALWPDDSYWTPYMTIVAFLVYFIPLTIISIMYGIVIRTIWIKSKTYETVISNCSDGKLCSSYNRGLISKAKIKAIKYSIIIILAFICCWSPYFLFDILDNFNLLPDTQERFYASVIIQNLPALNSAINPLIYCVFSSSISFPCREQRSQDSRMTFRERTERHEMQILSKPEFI
GLA spleen mod: alpha-galactosidase A (human) modulation. Potency, µM (titrated, usually from 80 µM), for inactives: top-dose activity change, negative = inhibition, most hits filed as inhibitors. human spleen homogenate, 4MU-alpha-Gal fluorescence, 40 min. 240,000 compounds, 0.008% hits. P06280;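 note: 0% = enzyme with vehicle and -100% = no enzyme basal signal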
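Spleen homogenate 1 ug + cpd (titration) + 4-MU-alpha-D-galactopyranoside 1 mM; 37C 40 min; 50 mM citrate/phosphate pH 5.0, 0.01% Tween-20; stop pH 10; fluorescence 365/440; AC50 via Hill.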
An asterisk follows results filed as active; ? = inconclusive; / = no result given; & = joins results of further samples; [ ] = dose if it differs, or a comment. Unless noted, calls come from the whole dose curve; as a rule, active = well fitted curve in the direction sought with a large enough effect; inconclusive = small, poorly fitted or top-dose-only effect, or another doubt; inactive = no such curve, though single readings can be large; an effect the other way counts as inactive or inconclusive. Potency is the fitted concentration of half-maximal effect.

SMILES	Tau fluor counter	GAA glycogen mod	aGlu spleen mod	ALDH1A1 inh	Epigenetic derep	GAA inh	NPSR antag	GLA spleen mod
Cc1c2c(n3c(nc4ccccc43)c1C#N)N(CCCN(C)C)CC2	-14.2%	-20.1%	?	?	0.0%	?	14.6%	?
Cc1ccc(CN2CCN(Cc3cccn3-c3ccccn3)CC2CCO)o1 (configuration not stated)	-1.2%	-7.7%	13.9%	4.4%	1.1%	/	-10.7%	8.9%
CCn1c(CNc2ccc(Cl)cc2)nnc1SCc1ccc(Cl)cc1	?	-9.4%	-4.3%	?	2.4%	-3.3%	?	1.8%
O=C(O)COCC(=O)NCc1csc2ccc(Cl)cc12	-24.1%	6.1%	7.3%	/	0.0%	/	22.0%	7.9%
CN1CCN(C(=O)N2c3ccccc3C=Cc3ccccc32)CC1	1.2%	-0.5%	3.6%	-0.4%	-0.7%	-4.6%	-15.3%[46.1 µM]	3.5%
O=C(Nc1ccccc1F)c1ccc(CSc2ccccc2)o1	-17.0%	-4.7%	-3.4%	-9.7%	0.0%	1.7%	14.8%	0.7%
CN(CCOc1ccccc1)CC(=O)Nc1ccc(S(=O)(=O)N2CCCC2)cc1	-18.5%	5.3%	4.9%	12.6µM*	1.1%	-18.1%	30.1%	-7.8%
CCOCCn1c(CN2CCCC(C)C2)nc2c1c(=O)n(C)c(=O)n2C (configuration not stated)	-7.8%	7.6%	1.1%	/	2.4%	/	16.5%	2.4%
C/C(=N/NC(=O)c1cccs1)c1ccc(NC(=O)COc2ccc(Cl)cc2Cl)cc1	-15.2%	3.5%	-5.6%	?	1.2%	4.5%	-8.8%[46.1 µM]	3.5%
COc1ccc(S(=O)(=O)N2CCN(c3c(C)cccc3C)CC2)cc1OC	-1.1%	-0.4%	7.1%	-8.0%	3.8%	1.1%[15.4 µM]	-13.8%[46.1 µM]	8.0%
Cc1cc(C)c(NC(=O)CCCSc2nnc(N)s2)c(C)c1	-1.6%	-1.4%	-6.2%	-10.8%	-6.2%	8.8%	4.4%	2.0%
S=c1[nH]nc(-c2ccc(Cl)cc2)n1CCCN1CCOCC1	-4.1%	-10.5%	2.5%	8.2%	-0.1%	-18.4%	-16.4%	2.0%
Cc1cccc(-n2c(SCC(=O)N3CCCC3)nc3n[nH]c(C)c3c2=N)c1	-4.4%	2.7%	-3.9%	?	-1.1%	2.1%	?	-3.1%
COc1ccc(C)cc1NC(=O)CN1CCN(S(=O)(=O)c2ccc(C(C)C)cc2)CC1	-5.1%	-10.8%	-5.7%	5.01µM*	0.0%	?	-6.6%[46.1 µM]	-5.1%
O=C(N/N=C/c1cccnc1)c1ccc([N+](=O)[O-])cc1	-7.2%	-5.5%	-5.5%	2.1%	1.3%	?	-4.4%[46.1 µM]	4.0%
CC(C)=NOCc1cccc(-c2cc(-c3ccccc3)no2)c1	-2.3%[11.6 µM]	/	-3.5%[17.4 µM]	1.6%[13.5 µM]	0.0%[10.1 µM]	/	/	-11.7%[17.5 µM]
C#CCOCCOCCOCCNc1nc(N2CCN(C(=O)[C@H](C)n3cc(CCCN=C(N)N)nn3)CC2)nc(N2CCN(C(=O)[C@H](C)n3cc(CCCN=C(N)N)nn3)CC2)n1	2.9%	2.1%	-2.5%	-0.9%	1.9%	3.2%	16.1%	2.5%
O=C1NC2(CCCC2)C(=O)N1Cc1cc(=O)n2ccsc2n1	-7.8%	5.3%	-8.8%	-14.5%	1.0%	-2.6%	-4.5%	-5.9%
Cc1cccc(-c2noc(CNC(=O)Nc3ccc(F)cc3)n2)c1	?	-5.0%	-17.3%	0.7%	-0.3%	2.5%	-7.1%	-3.7%
O=C(CC1CCCCC1)OCn1nnc2ccccc2c1=O	-24.1%	-9.6%	-4.7%	-13.9%	0.8%	5.0%	-12.3%[46.1 µM]	-9.6%
CCOC(=O)CNC(=O)CSc1ncnc2c1cnn2-c1ccc(Cl)cc1	-5.0%	-3.6%	-1.0%	7.9%	-5.8%	-14.2%	2.7%[46.1 µM]	1.0%
CC(NC(=O)CCc1nnc(CCCc2ccccc2)o1)c1ccccc1 (configuration not stated)	4.9%	20.4%	1.8%	-3.7%	5.1%	?	-11.6%	-5.2%
Cc1ccsc1/C=N/n1c(C2CCCCC2)n[nH]c1=S	1.0%	8.9%	-9.1%	?	5.8%	0.5%	-5.3%	-8.3%
COc1cccc(C2C(C#N)=C(N)Oc3c2oc(CO)cc3=O)c1 (configuration not stated)	-0.1%	6.1%	-12.5%	8.3%	-0.8%	-7.8%	0.6%[46.1 µM]	-16.0%
O=C(OCc1cn(-c2ccc(Cl)c(Cl)c2)nn1)c1ccccc1	-11.2%	6.7%	-1.6%	9.4%	-1.0%	-1.1%	-6.4%[46.1 µM]	-0.7%
Cc1cc(C(=O)COC(=O)c2ccc[nH]c2=O)c(C)n1-c1ccc(F)cc1	7.1%	5.2%	-13.2%	0.7%	-3.0%	-12.3%	-7.5%	0.3%
CCOc1ccc(/C=N/NC(=O)c2c(C)n(C)c3ccc(OC)cc23)cc1	1.5%	-6.9%	1.2%	4.3%	-1.8%	-2.4%	-4.2%	1.1%
COc1cc2c(=O)n(Cc3ccccc3)c(=O)n(CC(=O)NCCc3ccccc3)c2cc1OC	-10.2%	2.9%	-1.5%	?	11.1%	-3.0%	-7.5%[46.1 µM]	4.8%
CC1(C)CC(=O)C2=C(C1)N(c1ccc(F)cc1)C(=O)NC2(C(F)(F)F)C(F)(F)F	-4.6%	6.0%	-7.4%	10µM*	-1.1%	-3.2%	-10.8%[46.1 µM]	8.8%
CCOC(=O)Cc1csc(NC(=O)CSc2nnc(-c3ccc(OC)cc3)n2C)n1	-2.4%	-10.5%	5.3%	0.6%	4.8%	5.7%	-13.2%[46.1 µM]	11.3%
CCCN(CCC)S(=O)(=O)c1ccc(NC(=O)C2CCCO2)cc1 (configuration not stated)	-6.2%	-5.4%	-3.5%	15.9%	1.2%	1.8%	-5.0%[46.1 µM]	-2.1%
Cc1cc(C)c(NC(=O)C2CCCN2CCC(C)C)c(C)c1 (configuration not stated)	5.6%	-0.4%	0.3%	0.7%	1.0%	-0.8%	-5.8%[46.1 µM]	1.5%
CCOc1ccccc1-n1cnc(C#N)c1N	-2.3%	14.8%	-4.4%	4.3%	-0.1%	2.5%	13.5%	5.2%
C/C(=N\N1CCN(c2ccccc2)CC1)c1ccncc1	-9.1%	?	0.1%	13.2%	-4.3%	?	11.3%	-5.0%
Cc1c(C(=O)OC/C(O)=C(\C#N)c2nc3ccccc3[nH]2)oc2ccccc12	-14.1%	6.4%	1.9%	/	3.2%	/	-59.1%	-5.9%
COC(c1ccccc1)c1nnc(CCC(=O)N(C)Cc2cccc(-n3cccn3)c2)o1 (configuration not stated)	-8.4%	-8.2%	-7.4%	-6.1%	-1.3%	-3.2%	7.5%	-16.8%
CN1CCCCc2c1nc1ccccc1c2N (tested in a mixture with another compound)	1.8%	1.0%	6.5%	-13.4%	6.5%	6.7%	14.6%[46.1 µM]	-1.9%
COc1ccc(CN2C(=O)c3ccccc3C2C(=O)NC2CCCCCC2)c(OC)c1 (configuration not stated)	-13.6%&-4.3%	-2.0%	-1.5%	-6.9%	-4.3%&-0.7%	-31.1%	-46.1%	0.1%
Cc1noc(C)c1C(=O)Nc1ccc(F)cc1	2.5%	-3.0%	3.4%	6.9%	-1.3%	-3.1%	20.5%	-1.4%
CCN(CC)CCCN(Cc1cc2cc(OC)ccc2[nH]c1=O)C(=O)Nc1ccc(F)cc1	-9.6%	23.0%	1.0%	-10.7%	3.9%	1.4%	-0.8%[46.1 µM]	10.5%
N#Cc1cc(Oc2cccnc2)c(Oc2cccnc2)cc1C#N	-4.6%	-8.2%	4.0%	17.0%	-1.0%	0.3%	4.8%[46.1 µM]	2.8%
O=C(Nc1cccc(-c2nnc(-c3ccccc3)o2)c1)C1CCCO1 (configuration not stated)	17.5%	18.8%	-2.5%	?	0.0%	-8.8%	-16.7%[46.1 µM]	-8.4%
O=C(CSc1nnc(-c2cccnc2)n1-c1ccccc1)N1CCN(c2ccc(F)cc2)CC1	-3.6%	4.5%	-6.4%	-6.5%	-2.7%	7.3%	-23.9%[46.1 µM]	-0.5%
COc1ccc(OCC(=O)NC(=S)Nc2ccc(N3CCOCC3)c(Cl)c2)cc1	?	-5.0%	4.9%	?	-2.2%	-5.5%	-16.7%[46.1 µM]	2.0%
COc1ccc(CN2C(=O)N(c3ccccc3)C(=O)C2CC(=O)Nc2ccccc2)cc1OC (configuration not stated)	-11.9%	4.5%	7.5%	-1.7%	9.7%	4.2%	-6.9%	-0.1%
CCCCC/C=C\C/C=C\CCCCCCCCCC(=O)NCCCC(=O)O	-4.8%	/	-1.5%	-0.8%	-1.1%	/	/	-3.5%

Marked active in ALDH1A1 inh (from the list above):
| smiles | GAA glycogen mod | aGlu spleen mod | ALDH1A1 inh | Epigenetic derep | NPSR antag | GLA spleen mod |
| --- | --- | --- | --- | --- | --- | --- |
| CN(CCOc1ccccc1)CC(=O)Nc1ccc(S(=O)(=O)N2CCCC2)cc1 | 5.3% | 4.9% | 12.6µM* | 1.1% | 30.1% | -7.8% |
| COc1ccc(C)cc1NC(=O)CN1CCN(S(=O)(=O)c2ccc(C(C)C)cc2)CC1 | -10.8% | -5.7% | 5.01µM* | 0.0% | -6.6%[46.1 µM] | -5.1% |
| CC1(C)CC(=O)C2=C(C1)N(c1ccc(F)cc1)C(=O)NC2(C(F)(F)F)C(F)(F)F | 6.0% | -7.4% | 10µM* | -1.1% | -10.8%[46.1 µM] | 8.8% |

Ordered by number of heavy atoms (falling): some entries from above
SMILES	Tau fluor counter	GAA glycogen mod	aGlu spleen mod	ALDH1A1 inh	Epigenetic derep	GAA inh	NPSR antag	GLA spleen mod
COc1ccc(OCC(=O)NC(=S)Nc2ccc(N3CCOCC3)c(Cl)c2)cc1	?	-5.0%	4.9%	?	-2.2%	-5.5%	-16.7%[46.1 µM]	2.0%
O=C(Nc1cccc(-c2nnc(-c3ccccc3)o2)c1)C1CCCO1 (configuration not stated)	17.5%	18.8%	-2.5%	?	0.0%	-8.8%	-16.7%[46.1 µM]	-8.4%
N#Cc1cc(Oc2cccnc2)c(Oc2cccnc2)cc1C#N	-4.6%	-8.2%	4.0%	17.0%	-1.0%	0.3%	4.8%[46.1 µM]	2.8%

These rows are one share of the data. The share of hits here may be higher or lower than overall.
